# EBNA-1 inhibitor = blocks EBNA-1 binding to DNA. AID 1950. inhibition, % at 14.8 µM. EBNA-1 DNA binding, fluorescence polarization. hit rate 0.34% among 300,000; in the data active means inhibition above about 28%
# LYPLA1 counter = LYPLA1 (human) inhibition in PME1 counter-screen; O75608; recombinant LYPLA1, FP-Rh probe fluorescence polarization; hit rate 0.16% among 320,000; inhibition, % at 5.9 µM;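 active means inhibition above the mean of all tested compounds plus 3 SD, set per campaign, cut at about 14% in these data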;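 further: inhibitors block serine hydrolase probe labeling of LYPLA1 so polarization falls; 0% = enzyme with DMSO and 100% = wells lacking LYPLA1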
# Target sequence (O75608 whole entry, looked up): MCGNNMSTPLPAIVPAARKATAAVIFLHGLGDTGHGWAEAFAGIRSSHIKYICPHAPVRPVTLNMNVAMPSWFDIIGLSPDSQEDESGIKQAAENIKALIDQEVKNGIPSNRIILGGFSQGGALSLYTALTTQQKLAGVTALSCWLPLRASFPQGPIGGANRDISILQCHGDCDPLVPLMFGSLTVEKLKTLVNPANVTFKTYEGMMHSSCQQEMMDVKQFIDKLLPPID
# PAFAH2 FP inh = inhibitors of human PAFAH2 | Q99487 | recombinant PAFAH2, FP-rhodamine activity probe, fluorescence polarization | inhibition, % at 3.39 µM | hit rate 0.99% among 340,000;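 active means inhibition above the mean over all tested compounds plus 3 SD, cut at about 30% in these data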;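 further: inhibitors block probe labeling of enzyme so polarization drops; 0% = enzyme with DMSO and 100% = wells lacking PAFAH2 protein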
# PREPL inh = inhibits the human prolyl oligopeptidase-like enzyme; hit rate 0.68% among 320,000; inhibition, % at 5.96 µM; AID 2751; Q4J6C6; recombinant PREPL, fluorescence polarization activity-based probe; in the data active means inhibition above about 43%;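 further: 0% = enzyme with DMSO and 100% = wells lacking enzyme; many of its hits are not listed in these tables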
# ZTA counter = counter-screen for EBNA-1 inhibitors: inhibitors of Epstein-Barr virus ZTA; P03206; ZTA-DNA binding, fluorescence polarization; inhibition, % at 11 µM; hit rate 0.15% among 320,000; AID 2234; in the data active means inhibition above about 33%
# Target sequence (P03206 whole entry, looked up): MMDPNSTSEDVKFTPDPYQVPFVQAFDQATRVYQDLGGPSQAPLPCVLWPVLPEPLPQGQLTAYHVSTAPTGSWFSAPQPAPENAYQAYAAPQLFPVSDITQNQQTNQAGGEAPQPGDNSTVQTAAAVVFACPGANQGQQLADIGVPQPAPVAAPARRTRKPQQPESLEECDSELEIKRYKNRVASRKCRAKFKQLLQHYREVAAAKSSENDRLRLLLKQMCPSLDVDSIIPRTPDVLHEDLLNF
# PAFAH1B3 FP inh = blocks human PAF acetylhydrolase 1B catalytic subunit 3; hit rate 0.28% among 340,000; Q15102; recombinant PAFAH1B3, FP-rhodamine probe, fluorescence polarization; inhibition, % at 3.39 µM;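 active means inhibition above the screen-wide average of all tested compounds plus 3 SD, cut at about 25% in these data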;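 further: 0% = enzyme with DMSO only and 100% = wells lacking PAFAH1B3 protein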
# PAD4 FP inh = blocks human protein arginine deiminase 4; Q9UM07; recombinant PAD4, RCA probe fluorescence polarization; inhibition, % at 6.36 µM; hit rate 0.41% among 330,000;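 active means percent inhibition above a cutoff equal to the mean of all tested compounds plus 3 SD, cut at about 15% in these data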;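 further: 0% = PAD4 with RCA probe and DMSO and 100% = probe without PAD4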
# LYPLA2 counter = counter-screen for PME1 inhibitors: inhibitors of human LYPLA2; recombinant LYPLA2, FP-Rh probe fluorescence polarization; inhibition, % at 5.9 µM; hit rate 0.38% among 320,000; AID 2177;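 active means inhibition above the screen-wide mean plus 3 SD, limit set per campaign, cut at about 26% in these data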;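 further: 0% = LYPLA2 with DMSO and 100% = wells lacking LYPLA2 enzyme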
# Target sequence (O95372 whole entry, looked up): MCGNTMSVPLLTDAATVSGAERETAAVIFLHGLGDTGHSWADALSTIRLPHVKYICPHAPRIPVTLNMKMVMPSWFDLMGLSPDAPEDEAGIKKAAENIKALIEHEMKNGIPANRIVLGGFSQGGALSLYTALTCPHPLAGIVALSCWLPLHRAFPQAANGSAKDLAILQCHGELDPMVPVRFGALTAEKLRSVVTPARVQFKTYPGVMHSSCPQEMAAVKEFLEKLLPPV
# GSTO1 inh = blocks human GSTO1 in RBBP9 counter-screen | recombinant GSTO1, activity-based probe fluorescence polarization | inhibition, % at 5.96 µM | hit rate 1.1% among 300,000 | AID 1974 | P78417;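 active means inhibition above the campaign mean inhibition plus 3 SD, cut at about 35% in these data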;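 further: 0% = GSTO1-1 with DMSO and 100% = wells lacking GSTO1-1 enzyme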
# Target sequence (P78417 whole entry, looked up): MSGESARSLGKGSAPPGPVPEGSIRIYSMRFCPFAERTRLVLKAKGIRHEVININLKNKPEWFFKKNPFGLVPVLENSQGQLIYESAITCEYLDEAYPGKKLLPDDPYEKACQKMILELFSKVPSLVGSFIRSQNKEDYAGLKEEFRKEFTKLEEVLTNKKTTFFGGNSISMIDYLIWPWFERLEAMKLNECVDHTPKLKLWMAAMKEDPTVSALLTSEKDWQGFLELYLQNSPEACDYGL
# * hit, by the source's call; · = not tested or not shown. These rows are one share of the data. The share of hits here may be higher or lower than overall.
SMILES,EBNA-1 inhibitor,LYPLA1 counter,PAFAH2 FP inh,PREPL inh,ZTA counter,PAFAH1B3 FP inh,PAD4 FP inh,LYPLA2 counter,GSTO1 inh
Cc1cccc(Oc2ccc(NC(=O)C3CC=CCC3C(=O)O)cc2)c1 (configuration not stated),0.7,0.7,7.6,7.8,-17.0,3.9,-2.4,2.1,-1.6
C=CCNC(=S)Nc1sc2c(c1C(N)=O)CCCC2,13.3,-5.1,·,8.8,0.8,·,7.2,2.6,16.7
C=CCNS(=O)(=O)c1ccc(OC)c(C)c1,8.4,1.3,3.4,1.5,13.1,-4.5,-6.0,0.0,-3.0
O=C(Nc1cccc(C(F)(F)F)c1)C1CCN(S(=O)(=O)c2cccnc2)CC1,-8.1,-5.4,-4.4,2.1,2.4,8.4,-0.2,-1.1,0.2
Cc1cccc(COCC(CC(C)C)N2CCN(C(=O)c3ccc(C(C)(C)C)cc3)CCC2=O)c1 (configuration not stated),-6.4,-1.0,-1.1,5.0,-22.8,3.8,-4.2,-1.4,5.0
O=[N+]([O-])c1cc(C2Nc3cccc4cccc(c34)N2)ccc1Cl,-14.5,-15.1,7.7,6.7,0.1,13.1,3.4,-11.4,9.8
O=[N+]([O-])c1ccc(Oc2c(F)c(F)nc(N3CCCC3)c2F)cc1,2.5,-1.7,6.2,5.8,-5.5,3.0,-2.2,-0.8,8.0
CN(C)c1cccc(C(=O)NCc2ccc3c(c2)OCO3)c1,0.7,3.5,-1.2,9.3,-0.1,-7.6,-4.0,5.8,6.7
CCN(CC(=O)NCc1cccs1)C(=O)c1cccc(S(=O)(=O)NCc2ccccc2)c1,-5.3,-2.6,-0.1,0.3,-15.3,6.8,-0.1,-5.0,8.1
CC(C(=O)OCC(=O)Nc1ncc(Cl)cc1Cl)N1C(=O)c2ccccc2C1=O (configuration not stated),-3.5,1.0,1.7,7.8,6.1,4.7,1.1,-0.5,16.5
O=C(c1ccc(Br)o1)N1CCN(CCOc2ccccc2)CC1,3.5,2.7,10.7,-1.3,4.6,0.2,1.0,0.9,-1.5
CC(C)c1ccc(N(CC(=O)NC2CCCC2)C(=O)CCC(=O)Nc2ccccn2)cc1,11.5,1.3,2.5,-5.2,14.6,4.9,-2.5,-1.8,-0.7
Cn1nc(Oc2ncc(C(F)(F)F)cc2Cl)cc1C(F)(F)F,2.2,-0.2,-5.8,2.4,9.0,3.3,-2.9,-0.2,-2.9
CCCNC(=O)NCCc1ccncc1,-4.0,-0.5,-1.3,11.8,-32.3,12.4,-2.7,-2.8,6.0
COCCN(C(=O)COC(=O)c1cccnc1SC)c1c(N)n(Cc2ccccc2)c(=O)[nH]c1=O,-3.8,-0.1,0.4,11.1,-15.6,-4.5,5.5,-1.8,5.7
CC(C)c1ccccc1NC(=O)COC(=O)Cc1c[nH]c2ccccc12,-19.0,-0.1,17.5,2.5,-2.5,6.9,-3.6,-7.4,-3.5
Cc1ccccc1N/N=C1\CCCNC1=O,9.7,3.9,5.5,3.2,15.4,-6.0,-6.7,7.4,5.0
COc1ccc([N+](=O)[O-])cc1N(CC(=O)Nc1ccccc1C(=O)NC(C)C)S(C)(=O)=O,5.1,0.2,-3.9,3.6,-4.1,0.1,-2.2,0.3,-2.4
COc1cc(/C=C/C(=O)OCC(=O)NCCc2ccccc2)ccc1OC(F)F,3.1,-1.7,22.6,-3.8,5.6,5.6,-1.0,-3.0,1.4
Cc1ccc(S(=O)(=O)c2nc(Nc3ccccc3C#N)sc2Cl)cc1,2.6,1.5,-7.7,0.8,24.5,-10.1,3.5,-14.0,-4.9
O=C(/C=C/c1ccco1)Nc1cccc(C(=O)Nc2ccccc2C(=O)O)c1,1.2,-9.1,1.5,13.6,4.7,1.5,-13.3,-13.5,-146.5
COC(=O)C(NC(=O)c1ccccc1)(Nc1cc(C)cc(C)n1)C(F)(F)F (configuration not stated),-7.1,3.7,0.1,14.6,-7.9,-6.9,-0.1,-3.0,8.7
CCCCCNC(=O)c1ccccc1SC,13.4,4.8,3.1,3.7,-9.3,8.2,0.5,4.4,1.7
Cc1ccccc1Cn1c(=N)n(CC(=O)c2ccco2)c2ccccc21,-1.1,1.5,3.7,-6.1,-11.8,6.7,-0.2,3.8,13.7
CC1CC(C)CN(CCCNC(=O)C2CCCN(S(=O)(=O)N3CC(C)CC(C)C3)C2)C1 (configuration not stated),-10.8,-2.5,0.5,2.0,-6.1,-0.8,0.5,-2.2,4.1
CCCS(=O)(=O)c1c(S(=O)(=O)CCC)c2c(C(N)=O)cccn2c1C(=O)c1ccc(F)cc1,-4.5,-0.6,-0.2,1.1,1.1,7.7,-3.3,6.4,5.7
COc1ccc(Cl)cc1NC(=O)COc1ccc(S(=O)(=O)N2CCOCC2)cc1C,3.8,-0.8,-2.2,4.2,0.8,-6.2,-0.6,-5.9,5.3
O=C1CN(C(=O)c2cnccn2)c2ccccc2N1,-1.8,-6.1,-4.1,4.0,7.9,3.0,-1.3,3.1,0.2
CC(C)n1c(SCC(=O)Nc2ccccc2)nc2c1c(=O)[nH]c(=O)n2C,4.8,-2.6,6.7,-2.8,6.8,3.2,3.7,5.9,10.8
CN(CC(=O)Nc1cccc(F)c1)C(=O)CCNC(=O)c1ccco1,0.8,-3.0,-1.6,-10.7,-5.9,6.7,1.9,2.3,-5.7
Cc1occc1-c1n[nH]c(=S)n1C,-6.5,-2.7,4.2,-5.9,1.5,5.6,-4.9,-4.6,-1.2
O=C(O)CC(CC(=O)N1CCOCC1)c1ccccc1 (configuration not stated),-7.7,1.5,5.7,0.9,-12.1,2.4,-2.5,-1.7,6.5
CCOC(=O)CSc1nnc(NC(=O)NC(C)C)s1,-4.6,1.6,2.8,3.5,-4.3,4.7,-0.8,2.2,-0.9
COc1cccc(CNC(=O)C2CCN(S(=O)(=O)N3CC(C)CC(C)C3)CC2)c1 (configuration not stated),-9.2,5.8,12.9,13.5,-20.8,2.2,5.1,4.3,-2.8
CCc1nnc(SCC(=O)N2CCc3ccccc32)n1CC,2.0,-4.4,-5.3,-0.9,5.7,-1.6,-1.9,0.4,0.3
CC(C)(C)c1ccc(OCC(=O)NNC(=O)CCc2ccccc2)cc1,15.3,1.6,7.0,1.7,3.2,2.0,-3.6,4.2,4.8

# Sorted by value in PREPL inh (largest number first): some entries from above.
Compound,PREPL inh
COc1cccc(CNC(=O)C2CCN(S(=O)(=O)N3CC(C)CC(C)C3)CC2)c1 (configuration not stated),13.5
COc1ccc(Cl)cc1NC(=O)COc1ccc(S(=O)(=O)N2CCOCC2)cc1C,4.2
CC(C)(C)c1ccc(OCC(=O)NNC(=O)CCc2ccccc2)cc1,1.7

# More records:
SMILES,EBNA-1 inhibitor,LYPLA1 counter,PAFAH2 FP inh,PREPL inh,ZTA counter,PAFAH1B3 FP inh,PAD4 FP inh,LYPLA2 counter,GSTO1 inh
CC(NC(=O)Nc1nccs1)(C(F)(F)F)C(F)(F)F,-3.6,-0.6,-1.8,12.3,6.9,5.8,0.3,0.2,0.3
CCN(c1ccc(OC)cc1)S(=O)(=O)c1ccc2c(c1)NC(=O)CS2,-7.3,-3.5,7.5,0.8,2.9,4.9,1.0,6.0,2.4
CCn1c(SCC(=O)O)nnc1-c1cccnc1,3.3,-1.2,1.0,0.2,8.0,7.3,-1.4,-4.9,-1.3
CC1=NN2C(=N)/C(=C\c3cc(C)n(-c4ccccc4)c3C)C(=O)N=C2S1,-3.7,1.9,-5.7,-4.8,-7.3,5.1,-7.2,5.9,1.2
CCOc1cc(S(=O)(=O)NCc2ccc(OC)cc2)c(OCC)cc1-n1cnnn1,1.4,-2.6,-2.6,6.9,9.0,-0.2,-2.2,6.8,1.8
CCOC(=O)C1CCCCN1Cc1ccc(OC)c(OC)c1OC (configuration not stated),-0.8,-0.2,-0.5,2.9,-1.3,0.4,-4.4,-4.0,4.1
COc1cccc(/C(O)=C2/C(=O)C(=O)N(Cc3cccnc3)C2c2ccco2)c1 (configuration not stated),3.0,2.2,11.4,-6.7,12.2,2.3,-6.4,-0.1,-3.1
O=c1/c(=C/c2ccccn2)sc2n1CN(c1ccccc1)CN=2,7.9,-6.2,2.1,2.4,8.8,-0.9,-2.9,-5.7,-10.2
COC(=O)c1ccc(COC(=O)CNC(=O)c2cccs2)cc1,-1.1,-4.8,-0.6,4.6,10.6,3.2,3.0,2.7,-3.1
CN1CCC(N(C)S(=O)(=O)c2ccc(NC(=O)c3ccc(S(=O)(=O)N(C)C)cc3)cc2)CC1,·,·,-5.7,-7.8,·,0.9,0.8,·,·
COC(=O)CCN(C(C)=O)c1ccc(N)cc1,6.4,0.3,6.5,26.2,-4.8,0.5,-2.7,1.3,10.9
Cc1cccc(CN2CCN(C(=O)CCl)CC2)c1,-6.4,-2.9,-4.9,-11.0,-0.8,0.8,-1.5,1.0,96.2*
O=C(OCC(=O)N(CCc1ccccc1)Cc1ccccc1)c1ccccc1[N+](=O)[O-],-1.5,-0.6,0.7,2.6,9.1,-0.5,-2.1,7.2,-6.1
O=C(C1CCCN(S(=O)(=O)c2cc(Cl)ccc2Cl)C1)N1CCCCCC1 (configuration not stated),4.3,-1.1,6.5,21.6,11.7,13.0,-4.5,4.7,2.8
CC(=O)c1ccc(NS(=O)(=O)c2cc(-c3cnc(C4CC4)o3)ccc2C)cc1,-6.5,0.2,4.2,10.8,-10.9,8.6,-1.0,6.3,-4.7
Cc1cc(N2CCCC2)nc(N2C3CCC2CC(O)(c2ccc(F)cc2)C3)n1 (configuration not stated),6.6,0.6,·,0.5,11.6,·,-3.0,1.3,-1.7
O=C(Nc1ccc(OC(F)F)cc1)c1ncc(Cl)c(Cl)c1Cl,7.8,5.7,-7.3,17.7,-3.8,1.0,2.9,9.1,8.0
CCN1CCN(c2nc(N)c([N+](=O)[O-])c(Nc3cccc(C)c3)n2)CC1,-6.4,1.6,0.9,-18.4,-0.3,5.8,-0.2,8.1,0.6
CCC(CC)C(=O)N=C1SC2CS(=O)(=O)CC2N1CCc1ccc(OC)c(OC)c1 (configuration not stated),-0.8,-1.8,-5.4,1.8,-1.4,5.2,-1.4,1.2,2.4
COc1ccccc1C(=O)N(Cc1ccc(Cl)cc1)C1CCS(=O)(=O)C1 (configuration not stated),7.9,0.2,-0.3,14.0,-8.1,9.7,-5.2,-1.1,-1.8
Cc1cc(C(=O)N2CCN(c3ncccn3)CC2)cs1,9.6,0.2,-2.4,8.1,-0.5,-1.2,1.0,2.9,6.3
Cc1ccc2oc(=O)n(Cc3ccccc3OC(C)C)c2c1,6.9,1.4,-4.2,-0.7,5.4,12.8,-3.0,0.6,-3.4
Cc1ccc(Cl)cc1NC(=O)COC(=O)c1ccc(CN2CCCC2=O)cc1,·,-0.9,59.9*,10.4,2.2,4.9,-8.3,-0.6,·
COc1ccc2c(c1)[C@@H]1[C@H](CO2)[C@H](c2ccccc2)[C@]2(C)C(=O)Nc3ccc(C)cc3C(=O)N12,0.6,-1.0,-10.5,3.7,18.2,-3.2,-0.8,-5.1,3.0
COc1ccc(CNC(=O)[C@H](Cc2ccccc2)NC(=O)C2CCN(C(=O)[C@H](C)N)CC2)cc1,-13.3,2.1,4.0,0.9,-0.8,13.6,-0.6,2.7,0.0
COc1ccccc1CN(C)C(=O)c1cc(C)nc2ccccc12,9.1,-2.4,10.2,-3.0,-2.4,5.3,-2.6,1.6,0.8
O=C(NCCC1=CCCCC1)C1CCC(CNS(=O)(=O)c2ccccc2)CC1 (configuration not stated),4.5,1.6,10.6,0.9,-0.3,0.2,-3.3,7.4,4.7
CCc1ccc(NC(=O)C2CCCCC2C(=O)O)cc1 (configuration not stated),7.8,-1.8,5.7,4.5,-5.2,-0.9,2.3,-1.9,2.9

# Screens: PubChem BioAssay, The Scripps Research Institute Molecular Screening Center
